Pf gamet viab – inhibitors of late stage P. falciparum gametocyte viability. P. falciparum stage V gametocytes, ATP luminescence, 24 h. inhibition, % at 10.9 µM. 150,000 tested, 0.065% active. AID 743093;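 active means inhibition above the mean plus 3 SD of compounds within the control limits, set per campaign, cut at about 38% in these data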;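 further: 0% = DMSO wells and 100% = medium only without gametocytes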
Avidin bead fluor – avidin bead compound fluorescence profile. 220,000 tested, 0.38% active. fluorescence (KMESF) at 10 µM. Avidin beads, compound fluorescence 488/530 nm, flow cytometry; active compounds read high; in the data active means fluorescence above about 47; further: inactives centre near 10
Rac1 mut GTP – human Rac1 activated mutant GTP binding change; 190,000 tested, 0.11% active; percent activity (GTP binding), % at 10 µM; GST-Rac1 activated beads, fluorescent GTP binding, flow cytometry; actives lie on both sides; 100% means binding = to untreated wells; AID 764;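 active means GTP binding at least 20 percentage points away from the 100% baseline, in either direction, so actives lie on both sides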
Mcl1-Noxa inh – Mcl-1/Noxa interaction inhibition; Q07820; TR-FRET Mcl-1/Noxa peptide binding, 2 h; inhibition, % at 21.7 µM; 220,000 tested, 1.5% active; AID 1022;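 active means compounds that cut the protein-peptide binding signal by more than 50% relative to plate controls in a single-dose test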;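 further: His-tagged Mcl-1 with rhodamine Noxa BH3 peptide and terbium anti-His antibody; 0% = Mcl-1 plus Noxa peptide wells and 100% = peptide-only wells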
ABCG2 inh – inhibitors of human ABCG2 transporter, ABCB1 counter-screen; IgMXP3 cells, JC-1 efflux, flow cytometry; AID 1325; Q9UNQ0; 190,000 tested, 0.1% active; inhibition, % at 6.6 µM;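 active means inhibition above 80%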;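 further: 0% = DMSO and 100% = nicardipine control wells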
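material = IgMXP3 (ABCG2) plus far-red-tagged CCRF-Adr (ABCB1) cells | amount = 3 million cells/mL, equal mix of both lines | also added = JC-1 transporter substrate | dosing = one concentration, 6.6 µM final | schedule = 10 min at 25 °C | measured by = flow cytometric JC-1 green MFI at 530 nm | read-out basis = percent efflux inhibition, scaled nicardipine 100% to DMSO 0%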
Cdc42 wt GTP – human Cdc42 wildtype GTP binding change, either direction; GST-Cdc42 beads, Bodipy-GTP binding, flow cytometry; actives lie on both sides; 190,000 tested, 0.2% active; P60953; percent activity (GTP binding), % at 10 µM;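 active means percent activity GTP binding at least 20 points away from the 100% baseline, either down as inhibitor or up as activator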;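 further: median bead fluorescence of bound Bodipy-FL-GTP at 100 nM; 0% = excess unlabeled GTP control and 100% = no compound control; below 100% means less GTP binding so inhibitor and above means activator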
Rac1 wt modul – modulators of human Rac1 wildtype GTP binding; GST-Rac1 beads, fluorescent GTP binding, flow cytometry; actives lie on both sides; 0 = cold GTP competed, 100 = untreated; 190,000 tested, 0.27% active; GTP binding activity (% of control), % at 10 µM; P63000;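 active means GTP binding activity at least 20 points away from the 100% control level, either lower or higher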
Rab2A wt mod – changes GTP binding to wildtype dog Rab2A, up or down. AID 760. GTP binding activity, % at 10 µM. 190,000 tested, 0.19% active. GST-Rab2 wt beads, Bodipy-GTP binding, flow cytometry;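 active means GTP binding activity at least 20 points away from 100%, either lowered or raised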;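 further: 0% = beads with excess unlabeled GTP and 100% = no-compound control corrected for plate trend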
ABCB1 block – human ABCB1 inhibition, ABCG2 as counter-screen | CCRF-Adr cells, JC-1 efflux, flow cytometry | 190,000 tested, 0.067% active | P08183 | inhibition, % at 6.6 µM; in the data active means inhibition above about 40%;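 further: 0% = vehicle and 100% = reference inhibitor; higher value means more JC-1 retained so stronger ABCB1 efflux block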
Target sequence (P08183 whole entry, looked up): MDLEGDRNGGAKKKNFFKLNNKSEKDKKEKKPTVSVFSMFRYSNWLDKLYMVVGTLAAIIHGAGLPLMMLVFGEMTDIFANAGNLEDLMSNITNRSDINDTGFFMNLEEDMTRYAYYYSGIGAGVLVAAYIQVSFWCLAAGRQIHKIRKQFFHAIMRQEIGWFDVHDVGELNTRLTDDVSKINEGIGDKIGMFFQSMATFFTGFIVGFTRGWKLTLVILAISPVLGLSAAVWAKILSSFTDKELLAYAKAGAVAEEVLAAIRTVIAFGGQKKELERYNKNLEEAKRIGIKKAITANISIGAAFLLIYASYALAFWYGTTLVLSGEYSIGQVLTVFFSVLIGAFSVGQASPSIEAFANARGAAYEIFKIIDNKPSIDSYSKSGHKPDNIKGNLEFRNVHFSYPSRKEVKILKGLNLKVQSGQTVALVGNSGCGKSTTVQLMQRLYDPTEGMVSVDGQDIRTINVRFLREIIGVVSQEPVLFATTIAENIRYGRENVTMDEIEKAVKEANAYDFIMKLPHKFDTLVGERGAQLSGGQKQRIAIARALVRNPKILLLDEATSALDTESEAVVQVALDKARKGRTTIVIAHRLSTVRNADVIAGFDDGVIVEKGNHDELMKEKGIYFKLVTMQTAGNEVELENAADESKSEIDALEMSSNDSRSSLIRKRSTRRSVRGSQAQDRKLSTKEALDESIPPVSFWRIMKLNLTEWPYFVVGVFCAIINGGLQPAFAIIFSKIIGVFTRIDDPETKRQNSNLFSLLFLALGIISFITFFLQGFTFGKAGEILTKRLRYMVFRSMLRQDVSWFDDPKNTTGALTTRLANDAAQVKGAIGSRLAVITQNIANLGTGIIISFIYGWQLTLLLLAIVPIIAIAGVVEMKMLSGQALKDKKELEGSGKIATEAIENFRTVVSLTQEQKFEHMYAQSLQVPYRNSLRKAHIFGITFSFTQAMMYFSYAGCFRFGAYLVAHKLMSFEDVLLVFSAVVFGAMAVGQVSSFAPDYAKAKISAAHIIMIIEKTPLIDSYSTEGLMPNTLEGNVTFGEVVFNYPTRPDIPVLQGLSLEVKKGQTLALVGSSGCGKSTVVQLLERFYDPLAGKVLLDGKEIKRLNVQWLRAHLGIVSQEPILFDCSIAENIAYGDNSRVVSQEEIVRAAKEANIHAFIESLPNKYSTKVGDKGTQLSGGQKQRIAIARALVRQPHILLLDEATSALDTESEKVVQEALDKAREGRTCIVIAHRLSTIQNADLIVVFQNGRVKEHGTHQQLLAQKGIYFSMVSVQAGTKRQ
HRas wt GTP bind – modulators of GTP binding to human HRas wildtype | GTP binding activity, % at 10 µM | GST-Ras wt beads, Bodipy-FL-GTP binding, flow cytometry; actives lie on both sides | P01112 | 190,000 tested, 0.14% active;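 active means GTP binding activity at least 20% away from the 100% baseline, either lowered as inhibitor or raised as activator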;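 further: 0% = unlabeled GTP competition control and 100% = no-compound control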
Rab7 wt modul – alters GTP binding to wildtype dog Rab7. GTP binding activity (percent of control), % at 10 µM. 190,000 tested, 0.055% active. GST-Rab7 beads, fluorescent GTP binding, flow cytometry; actives lie on both sides; untreated = 100%, excess cold GTP = 0%;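 active means fluorescent GTP binding to Rab7 beads changed by at least 20 points from the 100% baseline, either direction, mostly lower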;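 further: median green fluorescence of bound Bodipy-FL-GTP per Rab7 bead population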
* marks the source's active call; other numbers are inactive results; nt = no result given.

Each structure is followed by: Pf gamet viab	Avidin bead fluor	Rac1 mut GTP	Mcl1-Noxa inh	ABCG2 inh	Cdc42 wt GTP	Rac1 wt modul	Rab2A wt mod	ABCB1 block	HRas wt GTP bind	Rab7 wt modul
c1ccc(CCN2CCN(c3ncnc4c3cnn4-c3ccccc3)CC2)cc1
 : -20	9	98	24	38	100	101	101	1.8	101	101
CCC(C)n1c(=S)[nH]c2c(sc3ccc([N+](=O)[O-])cc32)c1=O (centres undefined)
 : -11	7	95	-28	4	93	97	94	0.7	95	98
Cc1ccc(NC(=O)Cc2n[nH]c(=S)n2C)cc1
 : 13	13	98	-8	2	103	103	101	1.3	101	108
O=C(Nc1cc(C(F)(F)F)ccc1N1CCCCC1)c1ccco1
 : 14	6	99	2	5	103	103	101	0.4	101	102
Cc1ccccc1NC(=S)N1CCOCC1
 : 6	12	102	6	2	100	104	101	0.1	101	102
CC1(C)Cc2c(sc3c4nnnn4c4nnnn4c23)CO1
 : nt	4	99	-17	8	101	108	98	-0.5	100	102
COCC(C)n1c(C)cc(C(=O)COC(=O)C2=NN(c3ccccc3)C(=O)CC2)c1C (centres undefined)
 : nt	10	97	22	2	98	97	97	0.3	97	99
Cc1cc(C)cc(-n2c(N)c(C(=O)Nc3c(C)n(C)n(-c4ccccc4)c3=O)c3nc4ccccc4nc32)c1
 : nt	29	100	41	1	102	103	102	2.7	102	102
COc1cc(-c2nc(S(=O)(=O)c3ccc(C)cc3)c(N3CCOCC3)o2)cc(OC)c1OC
 : nt	21	97	4	13	97	100	98	9.3	98	99
O=C(N/N=C/c1ccc(OCC2COCCO2)cc1)c1ccc(Br)cc1 (centres undefined)
 : -16	8	97	5	-1	99	100	100	-0.5	100	108
CC(C)(C)C(=O)Nc1nc2c(c(=O)[nH]1)CCCC2
 : nt	17	94	-3	4	94	94	93	1.1	93	92
CCOC(=O)CNC(=O)CSc1nnc(COc2ccc(Cl)cc2)n1CC
 : -3	12	100	-2	3	101	104	100	0.8	101	100
COc1cccc(C(Nc2ccccn2)c2oc(CO)cc(=O)c2O)c1 (centres undefined)
 : 15	5	90	74*	-3	95	95	100	-1.0	98	103
CC1(C)NC(=O)N(CC(O)COc2ccccc2-c2ccccc2)C1=O (centres undefined)
 : nt	39	94	-5	2	96	94	94	0.6	98	98
COc1cc(C2C=C(C34CC5CC(CC(C5)C3)C4)NC(=S)N2)cc(OC)c1OC (centres undefined)
 : nt	16	99	9	22	98	102	102	0.0	100	103
CSc1cccc(CN2CCCC(CNC(=O)c3ccc(F)cc3)C2)c1 (centres undefined)
 : -11	3	96	-2	1	98	100	101	1.9	99	106
O=C(COC(=O)C1CCCN1C(=O)C12CC3CC(CC(C3)C1)C2)c1ccc(Br)cc1 (centres undefined)
 : nt	3	103	0	-5	100	103	97	-0.5	100	97
O=C(CSc1nc2ccccc2o1)Nc1ccc(N2CCOCC2)c(Cl)c1
 : -18	35	98	23	1	99	100	105	0.3	99	101
COC(=O)CC1(c2cccc3ccccc23)C(=O)c2ccccc2C1=O
 : 5	8	93	-7	4	97	94	95	1.3	95	94
COC(=O)CSc1ccc2nnc(CCNS(=O)(=O)c3ccccc3)n2n1
 : nt	6	98	-20	16	99	100	99	0.6	98	99

Compounds from the list above with two or more sulfur atoms, in the order listed:
Each structure is followed by: Pf gamet viab	Avidin bead fluor	Rac1 mut GTP	Mcl1-Noxa inh	ABCG2 inh	Cdc42 wt GTP	Rac1 wt modul	Rab2A wt mod	ABCB1 block	HRas wt GTP bind	Rab7 wt modul
CCC(C)n1c(=S)[nH]c2c(sc3ccc([N+](=O)[O-])cc32)c1=O (centres undefined)
 : -11	7	95	-28	4	93	97	94	0.7	95	98
COC(=O)CSc1ccc2nnc(CCNS(=O)(=O)c3ccccc3)n2n1
 : nt	6	98	-20	16	99	100	99	0.6	98	99

Record cards, as listed above.
Record of Cc1cc(C)cc(-n2c(N)c(C(=O)Nc3c(C)n(C)n(-c4ccccc4)c3=O)c3nc4ccccc4nc32)c1 → Pf gamet viab: nt; Avidin bead fluor: 29; Rac1 mut GTP: 100; Mcl1-Noxa inh: 41; ABCG2 inh: 1; Cdc42 wt GTP: 102; Rac1 wt modul: 103; Rab2A wt mod: 102; ABCB1 block: 2.7; HRas wt GTP bind: 102; Rab7 wt modul: 102
Record of O=C(Nc1cc(C(F)(F)F)ccc1N1CCCCC1)c1ccco1 → Pf gamet viab: 14; Avidin bead fluor: 6; Rac1 mut GTP: 99; Mcl1-Noxa inh: 2; ABCG2 inh: 5; Cdc42 wt GTP: 103; Rac1 wt modul: 103; Rab2A wt mod: 101; ABCB1 block: 0.4; HRas wt GTP bind: 101; Rab7 wt modul: 102

Other entries
Each structure is followed by: Pf gamet viab	Avidin bead fluor	Rac1 mut GTP	Mcl1-Noxa inh	ABCG2 inh	Cdc42 wt GTP	Rac1 wt modul	Rab2A wt mod	ABCB1 block	HRas wt GTP bind	Rab7 wt modul
COn1c(-c2ccccc2)nc2ccc(Cl)cc21
 : -4	7	98	-11	11	100	100	101	0.5	101	99
Cc1ccn(C(=O)c2ccc(NC(=O)CC(C)C)cc2)n1
 : 7	6	95	8	1	92	97	91	0.0	92	90
COc1cc(C(Nc2ccc(S(=O)(=O)N3CCC(C)CC3)cc2)C(=O)NCC2CCCO2)cc(OC)c1OC (centres undefined)
 : nt	11	99	17	-6	100	104	99	1.8	101	98
N#C/C(=C/c1ccc(-c2ccc(Br)cc2)o1)C(=O)NC1CCCCC1
 : -11	15	93	15	-3	88	93	92	0.0	91	98
CCOC(=O)c1cc2c(=O)n3ccccc3nc2n(CCOC)c1=NC(=O)c1ccncc1
 : -67	38	100	-5	47	103	105	98	1.5	100	99
COc1ccc(C2(C(=O)Nc3cc(C)on3)CCOCC2)cc1
 : -7	29	101	11	2	106	106	100	0.4	102	101
CC(=O)c1c(C)n(C)c2ccc(OC(=O)c3ccc([N+](=O)[O-])cc3)cc12
 : nt	8	96	10	7	101	99	99	0.3	99	103
N#Cc1ccc(OCc2nnc(SCC(=O)N3CCCc4ccccc43)n2-c2ccccc2)cc1
 : nt	10	95	6	4	96	97	93	4.8	98	97
O=C(Nc1ccc(S(=O)(=O)NCc2ccco2)cc1)c1ccc2ccccc2n1
 : nt	17	93	25	0	93	97	94	0.0	96	99
O=C(CSc1nnc(Cc2cccs2)n1-c1ccccc1)NCc1ccc2c(c1)OCO2
 : -9	39	100	16	1	99	100	99	0.4	100	98
CCOc1ccc2oc(C(=O)OCC(=O)NC3CC3)c(C)c2c1
 : -14	9	96	15	9	96	94	97	1.1	93	94
COc1cc2c(cc1O)[C@H](Cc1ccc(Oc3cc(C[C@@H]4NCCc5cc(OC)c(O)cc54)ccc3O)cc1)NCC2
 : nt	11	99	64*	-3	102	106	101	0.1	101	102
COc1ccc(Cl)cc1NC(=O)COC(=O)/C=C/c1c(C)nn(C2CCS(=O)(=O)C2)c1Cl (centres undefined)
 : nt	42	98	-2	1	100	101	100	0.4	101	101
C/C(=N/NC(=O)CNC(=O)c1ccccc1F)c1ccc2c(c1)CCCC2
 : -2	9	94	-2	5	94	101	92	0.5	94	93
Cc1ccc(N2CC(C(=O)N/N=C/c3cccc([N+](=O)[O-])c3)CC2=O)cc1 (centres undefined)
 : 13	3	96	26	14	98	95	97	0.8	96	95
Cc1ccc(C(C)NC(=O)Cn2nc(C)c([N+](=O)[O-])c2C)cc1 (centres undefined)
 : -3	10	102	2	8	107	105	101	1.1	102	98
CCN(CC)Cc1c(-c2ccccc2)[nH]c2ccc(C)cc2c1=O
 : nt	2	98	9	2	97	98	99	-0.2	96	100
Cc1ccc(S(=O)(=O)N2CCN(CC(=O)N/N=C/c3ccc(C)o3)CC2)cc1
 : nt	6	98	4	6	102	104	99	0.4	100	103
CCN1CCN(c2cc(C)c3cc(NC(=S)N4CCOCC4)ccc3n2)CC1
 : -32	11	95	12	4	98	99	94	1.1	97	98
Cc1cccc(OCC(=O)NNC(=O)c2ccc([N+](=O)[O-])cc2)c1
 : -11	23	94	0	2	95	95	95	0.3	95	98

Continued:
Short forms: A = Pf gamet viab; B = Avidin bead fluor; C = Rac1 mut GTP; D = Mcl1-Noxa inh; E = ABCG2 inh; F = Cdc42 wt GTP; G = Rac1 wt modul; H = Rab2A wt mod; I = ABCB1 block; J = HRas wt GTP bind; K = Rab7 wt modul
compound: O=C(Nc1nc2ccccc2[nH]1)C12CC3CC(CC(C3)C1)C2
  A = -2 | B = 9 | C = 99 | D = 3 | E = 3 | F = 98 | G = 100 | H = 99 | I = 0.4 | J = 98 | K = 100

compound: O=C(CN(CCc1ccccc1)C(=O)CNS(=O)(=O)c1ccccc1)NCC1CCCO1 (centres undefined)
  A = -7 | B = 14 | C = 102 | D = 12 | E = -2 | F = 107 | G = 103 | H = 104 | I = -2.5 | J = 107 | K = 99

compound: Cc1cc(NC(=O)CSc2nc3ccccc3n2CCC#N)no1
  A = -22 | B = 9 | C = 95 | D = 11 | E = 4 | F = 96 | G = 99 | H = 96 | I = 0.6 | J = 96 | K = 98

compound: CCOC(=O)N1CCc2[nH]c3ccc(C)cc3c2C1
  A = -21 | B = 13 | C = 97 | D = -13 | E = 39 | F = 99 | G = 99 | H = 100 | I = 0.8 | J = 97 | K = 103

compound: Cc1ccc(C(=O)NNC(=O)Cc2cccs2)cc1
  A = nt | B = 21 | C = 98 | D = 29 | E = -1 | F = 102 | G = 101 | H = 98 | I = -0.8 | J = 100 | K = 100

compound: Cc1cc(N2C(=O)C3C4C=CC(C4)C3C2=O)ccc1Br (centres undefined)
  A = -24 | B = 11 | C = 96 | D = -21 | E = 3 | F = 100 | G = 97 | H = 102 | I = 1.0 | J = 101 | K = 105

compound: COCCNc1nc2nonc2nc1N1CCCC1c1nccs1 (centres undefined)
  A = -8 | B = 6 | C = 101 | D = 20 | E = 2 | F = 108 | G = 103 | H = 103 | I = 0.6 | J = 104 | K = 102

compound: NS(=O)(=O)c1ccc(NCc2c(F)cccc2Cl)cc1
  A = 8 | B = 21 | C = 101 | D = 17 | E = 8 | F = 104 | G = 103 | H = 103 | I = -0.3 | J = 101 | K = 98

Compound activity: PubChem, several laboratories
